# LYP phosphatase = PTPN22 lymphoid phosphatase activity blockers – biochemical, fluorescence intensity, uHTS (AID 1779); 0.054% of 290,000 active; inhibition, % at 11.5 µM; hits with a dose series show IC50 in µM; recombinant LYP phosphatase, fluorescence intensity; higher % means a stronger effect; in the data active = inhibition above about 50%;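 note: plate controls were vehicle with enzyme for no effect and no enzyme for full effect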
# AID2073 = disruptors of CaV2.2 binding to Mint1 – biochemical, HTRF (AID 2073); HTRF protein-protein interaction, Mint1-CaV2.2; higher % means a stronger effect; inhibition, % at 20 µM; hits with a dose series show IC50 in µM; 0.19% of 290,000 active; in the data active = inhibition mostly above about 51%, no sharp cut-off; note: some results filed as inactive read as strong as hits
# SIAH1 antagonists = blockers of Siah-1 interaction with plectin peptide – biochemical, fluorescence polarization, rhodamine-plectin, uHTS, primary screen (AID 1817); Siah-1 / rhodamine-plectin peptide fluorescence polarization; higher % means a stronger effect; displacement, % at 20 µM, or IC50 in µM where a hit was titrated; 0.02% of 290,000 active;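 active = displacement of at least 50% at 20 µM, with a fluorescence ratio check between 0.3 and a set limit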;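 note: plate controls were Siah plus tracer with DMSO for no effect and tracer alone without Siah for full effect; strong numbers were not always called active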
# * = called active by the depositor.
# Screens in order – LYP phosphatase | AID2073 | SIAH1 antagonists
> CCC(C)(C)NC(=O)C(c1ccc(OC)cc1)N(C(=O)CCC(=O)Nc1cc(C)on1)c1ccc(OC)c(OC)c1 (configuration not stated)
 : -5% | -2% | 1%
> Cc1ccc(C(=O)N2CCN(C)CC2)cc1S(=O)(=O)N1CCOCC1
 : -6% | 4% | -2%
> O=C(COc1ccc2c3c(c(=O)oc2c1)CCC3)NCc1ccccn1
 : -4% | 10% | 14%
> O=c1ccc(-c2ccc(S(=O)(=O)N3CCCCC3)o2)n[nH]1
 : -13% | 4% | -2%
> CN(C)CCNC(=O)C1CCN(S(=O)(=O)c2ccc3ccccc3c2)CC1
 : -9% | -5% | -3%
> COc1cccc(NC(=O)CSc2nc(O)c(C)c(=O)n2-c2ccc(C)cc2)c1
 : -7% | -5% | -1%
> COc1ccc(C(=O)N2CCCCCCC2)cc1OC1CCN(C(C)C)CC1
 : -11% | 41% | -2%
> NNC(=O)c1cc2ccccc2cc1NS(=O)(=O)c1ccccc1
 : -5% | 22% | 3%
> O=C(NC1CC1)C(Cc1ccccc1)NS(=O)(=O)c1ccccc1F (configuration not stated)
 : -3% | -5% | 4%
> O=C(O)c1cccc(NC(=O)c2ccccc2NC(=O)c2ccccc2F)c1
 : -11% | 11% | 8%
> Nc1ccc(-c2nc(-c3ccccc3)nc3ccccc23)cc1
 : -8% | 27% | 3%
> CCc1ccc2[nH]c(=O)c(-c3ccccc3)c(O)c2c1
 : -10% | 14% | 0%
> COc1cc(Cl)c(CN2CCCC(CO)(Cc3ccccc3)C2)cc1OC (configuration not stated)
 : -7% | -7% | 4%
> O=C(NC(=S)Nc1ccccc1N1CCOCC1)c1cccc([N+](=O)[O-])c1
 : -2% | -1% | 3%
> CC(/C=C1\SC(=S)N(CCC(=O)Nc2cccc(C(=O)O)c2)C1=O)=C\c1ccccc1
 : 8% | 26% | 31%
> CCc1cccc(NC(=O)Cn2c(=O)n(CCC(=O)NCC3CCCO3)c(=O)c3cc(OC)c(OC)cc32)c1 (configuration not stated)
 : -7% | 3% | 3%
> CCc1nc(SCC(=O)NCC2CCCO2)c2c(=O)n(C)c(=O)n(C)c2n1 (configuration not stated)
 : -8% | 4% | -4%
> O=C(c1cccc(Cl)c1)N1CCN(Cc2ccccc2)CC1
 : -11% | -4% | 6%
> O=C(NCCc1ccc(Cl)cc1Cl)c1ccc2nc[nH]c2c1
 : -4% | 6% | 2%
> O=C(CS(=O)(=O)c1ccc(F)cc1)NCCS(=O)(=O)c1ccccc1
 : -7% | 1% | -4%
> COc1ccc(Nc2nc3ccc(C)cc3n3cnnc23)cc1Cl
 : -5% | 25% | -1%
> Cc1nc2cc(OCc3cc(C(=O)NC(C)c4cnn(C)c4)no3)ccc2s1 (configuration not stated)
 : -6% | 4% | 7%
> COc1ccc(/C=C/C(=O)O)cc1S(=O)(=O)N1CCCC1
 : -6% | 1% | 8%
> C[n+]1nc(Nc2ccccc2)sc1-c1ccc(O)cc1
 : -11% | -6% | 11%
> Cc1cc(=O)n2nc(N3CCCC3C(=O)Nc3cccc(F)c3)sc2n1 (configuration not stated)
 : -13% | -4% | -2%
> CN(c1ccccc1)S(=O)(=O)c1ccc2[nH]c(=O)oc2c1
 : -1% | -3% | -8%
> CC1CCN(CCOc2ccc(C(=O)c3ccccc3)cc2)CC1
 : -4% | -1% | 4%
> COc1cccc(OC)c1C(=O)Nc1ccccc1NC(=O)c1c(OC)cccc1OC
 : -7% | 9% | -3%
> O=C(N/N=C\c1cccnc1)c1ccccc1O
 : -6% | 18% | -4%
> COc1ccc(-c2nc3ccccc3nc2-c2ccc(OC)c(OC)c2)cc1OC
 : -8% | 17% | -4%

# Part of the list above, set out differently:
LYP phosphatase	AID2073	SIAH1 antagonists	SMILES
-8%	27%	3%	Nc1ccc(-c2nc(-c3ccccc3)nc3ccccc23)cc1
-10%	14%	0%	CCc1ccc2[nH]c(=O)c(-c3ccccc3)c(O)c2c1
-7%	-7%	4%	COc1cc(Cl)c(CN2CCCC(CO)(Cc3ccccc3)C2)cc1OC (configuration not stated)
-2%	-1%	3%	O=C(NC(=S)Nc1ccccc1N1CCOCC1)c1cccc([N+](=O)[O-])c1
8%	26%	31%	CC(/C=C1\SC(=S)N(CCC(=O)Nc2cccc(C(=O)O)c2)C1=O)=C\c1ccccc1
-7%	3%	3%	CCc1cccc(NC(=O)Cn2c(=O)n(CCC(=O)NCC3CCCO3)c(=O)c3cc(OC)c(OC)cc32)c1 (configuration not stated)
-8%	4%	-4%	CCc1nc(SCC(=O)NCC2CCCO2)c2c(=O)n(C)c(=O)n(C)c2n1 (configuration not stated)
-11%	-4%	6%	O=C(c1cccc(Cl)c1)N1CCN(Cc2ccccc2)CC1
-4%	6%	2%	O=C(NCCc1ccc(Cl)cc1Cl)c1ccc2nc[nH]c2c1
-7%	1%	-4%	O=C(CS(=O)(=O)c1ccc(F)cc1)NCCS(=O)(=O)c1ccccc1
-5%	25%	-1%	COc1ccc(Nc2nc3ccc(C)cc3n3cnnc23)cc1Cl
-6%	4%	7%	Cc1nc2cc(OCc3cc(C(=O)NC(C)c4cnn(C)c4)no3)ccc2s1 (configuration not stated)
-6%	1%	8%	COc1ccc(/C=C/C(=O)O)cc1S(=O)(=O)N1CCCC1
-11%	-6%	11%	C[n+]1nc(Nc2ccccc2)sc1-c1ccc(O)cc1
-13%	-4%	-2%	Cc1cc(=O)n2nc(N3CCCC3C(=O)Nc3cccc(F)c3)sc2n1 (configuration not stated)
-1%	-3%	-8%	CN(c1ccccc1)S(=O)(=O)c1ccc2[nH]c(=O)oc2c1
-4%	-1%	4%	CC1CCN(CCOc2ccc(C(=O)c3ccccc3)cc2)CC1
-7%	9%	-3%	COc1cccc(OC)c1C(=O)Nc1ccccc1NC(=O)c1c(OC)cccc1OC
-6%	18%	-4%	O=C(N/N=C\c1cccnc1)c1ccccc1O
-8%	17%	-4%	COc1ccc(-c2nc3ccccc3nc2-c2ccc(OC)c(OC)c2)cc1OC

# Continuation.
# Screens in order – LYP phosphatase | AID2073 | SIAH1 antagonists
> COCCN(C(=O)CCC(=O)Nc1nccs1)C(C(=O)NC(C)(C)C)c1ccc(F)cc1 (configuration not stated)
 : -14% | -23% | 15%
> Cc1cccc(NC(=O)C[n+]2cccc(C)c2)c1
 : -8% | -5% | 1%
> CC(=O)Nc1ccc(NC(=O)CSc2nnc(-c3cc(C)[nH]n3)n2N)cc1
 : -8% | 18% | 2%
> CCN(CC)S(=O)(=O)c1ccc(N2CCc3ccccc3C2)nc1
 : -2% | 7% | 5%
> COc1cc(NC(=O)COc2ccc(C)c(C)c2)ccc1NC(=O)c1ccco1
 : -6% | 3% | -3%
> CCOC(=O)c1c(C)[nH]c(C)c1S(=O)(=O)N1CCN(C(=O)c2ccco2)CC1
 : -9% | 7% | 6%
> Cc1ccc2oc(C(=O)NCC3CCOCC3)c(C)c2c1
 : -9% | -5% | 6%
> COc1ccc(CCCC(=O)NCCc2ccccc2)cc1
 : -8% | 13% | -1%
> CC(CC(=O)Nc1ccccc1)NCCCN1CCCC1=O (configuration not stated)
 : 5% | 0% | 3%
> Cc1cc2[nH]c(=O)c(=O)[nH]c2cc1S(=O)(=O)N1CCN(c2ccccc2)CC1
 : -1% | -6% | -1%
> O=C1CSC(=S)N1
 : -12% | -8% | 3%
> N#Cc1cccc(NC(=O)CCNC(=O)c2ccccc2Cl)c1
 : -6% | 13% | -5%
> COCC1CCN(C(=O)c2cc(COc3ccc4c(c3)CCCC4)on2)C1 (configuration not stated)
 : -2% | 28% | -4%
> CCOc1ccc(C(C(=O)NCC2CCCO2)N(C(=O)c2snc(C(N)=O)c2N)c2ccccc2F)cc1 (configuration not stated)
 : -4% | 16% | 3%
> CCN(CC(=O)Nc1cccc(OC)c1)C(=O)c1cnc(Cl)c(Cl)c1
 : -12% | 5% | 0%
> O=C(NNC(=O)C1CCCC1)c1ccccc1F
 : -13% | 5% | -4%
> CC1C(=O)OC(c2ccc(Cl)cc2)C(C)(C)C1=O (configuration not stated)
 : -8% | 1% | 1%
> Cc1[nH][nH]c(=O)c1C(c1ccc(O)c(Br)c1)c1c(C)[nH][nH]c1=O
 : -6% | 17% | -1%
> O=C(CNS(=O)(=O)c1ccccc1)NCc1ccco1
 : -5% | 4% | -3%
> CCCC(C(=O)NC(C)(C)C)N(Cc1ccc(F)cc1)C(=O)c1snc(C(N)=O)c1N (configuration not stated)
 : -10% | 5% | 1%
> O=C(NC(=S)NC1CCCC1)c1ccccc1
 : -3% | -1% | -4%
> CC(C)(C)NC(=O)c1ccc2c(c1)N(CC(=O)N1CCCC1)C(=O)C(C)(C)O2
 : 43% | 26% | 9%
> O=C(NCc1ccco1)c1ccc(COc2ccccc2[N+](=O)[O-])o1
 : -9% | 6% | 4%
> Cc1ccc(C)c(C(=O)NC(C)c2ccc(-n3ccnc3)cc2)c1 (configuration not stated)
 : -10% | 1% | -5%
> COC(=O)c1ccc(/C=C/c2nc3ccccc3c(=O)[nH]2)cc1
 : -3% | 42% | 2%
> Cc1ccc(C2(C)NC(=O)N(CC(=O)NCc3ccccc3Cl)C2=O)cc1 (configuration not stated)
 : -6% | 19% | 5%
> CCc1nnc(SCC(=O)Nc2nccs2)n1CC
 : -7% | 2% | 3%
> O=C(Cc1c(Cl)cccc1Cl)Nc1ccncc1Cl
 : -6% | 4% | 4%
> COc1ccc2cc(Br)ccc2c1CC(=O)N1CCCC1
 : -5% | 19% | -11%
> CC(Oc1ccc2c3c(c(=O)oc2c1)CCC3)C(=O)NCCCn1ccnc1 (configuration not stated)
 : -7% | 6% | -1%
> CCCCC(CC)CNC(=O)CN1C(=O)NC2(CCc3ccccc32)C1=O (configuration not stated)
 : -3% | 8% | 3%
> O=C(O)CC1(CC(=O)NCc2ccc(Cl)cc2)CCCCC1
 : -7% | 0% | 6%
> CS(=O)(=O)Nc1cccc(-c2cn3c(n2)SCC3)c1
 : -8% | -3% | -4%
> O=C(CN1CCc2cc3c(cc2C1)OCCCO3)Nc1ccccc1
 : -9% | 25% | 0%
> O=C(Nc1nnc(C2=COCCO2)o1)c1cccc(C(F)(F)F)c1
 : -6% | 11% | 8%
> CS(=O)(=O)N1CCC(C(=O)Nc2ccc(Cl)cc2)CC1
 : 0% | 8% | 0%
> CC1Cc2ccccc2C(CCc2ccccc2)=N1 (configuration not stated)
 : -4% | -4% | 0%
> COCCC(=O)N1CCC(Oc2ccc(C(=O)N3CCCC(COC)C3)cc2)CC1 (configuration not stated)
 : -13% | 4% | 0%
> CCn1nc(C)c(CNC(=O)c2ccc(OC3CCN(Cc4ccccn4)CC3)cc2)c1C
 : -10% | -8% | 7%
> COc1ccc(N/C=C(\[N+](=O)[O-])S(=O)(=O)c2ccccc2)cc1
 : -9% | -2% | 4%
> CCOC(=O)c1sc(NC(=O)C2CC(=O)N(c3ccc(C)cc3)C2)nc1C (configuration not stated)
 : -10% | 3% | 4%
> CC(=O)Oc1ccc(/C=C2\C=C(c3ccc(C)cc3)OC2=O)cc1
 : -1% | 17% | 3%
> O=S(=O)(c1ccc(F)cc1)N1CCN(S(=O)(=O)c2cc(F)ccc2F)CC1
 : -11% | 5% | 0%
> COc1ccc(C(=O)Nc2ccnn2C2CCN(C(=O)c3cnsn3)CC2)cc1
 : -8% | -4% | 12%
> COc1ccccc1C1CCN(Cc2ccccc2)CC1
 : -5% | 8% | 4%
> Cc1ccccc1N(C(=O)c1snc(C(N)=O)c1N)C(C)C(=O)NC1CCCCC1 (configuration not stated)
 : -11% | 17% | 4%
> C[C@@H]1CCCCCCCCCCC1=O
 : -7% | 12% | 5%
> N=c1oc2cc(O)ccc2cc1C(=O)Nc1ccc(Cl)cc1
 : -2% | 17% | 10%
> Cc1cccn2c(=O)c(C=C(C#N)C#N)c(N3CCN(C)CC3)nc12
 : -4% | -1% | 13%

# Bioassay records from PubChem BioAssay.

# Not all compounds are listed; count on the stated rates, not on these rows.
